ADAM10 inh – inhibitors of human ADAM10; O14672; recombinant ADAM10, EDANS/DABCYL FRET peptide cleavage, 3 h; inhibition, % at 7 µM; actives 0.62% (n = 370,000);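 active = inhibition above a per-campaign cutoff equal to the mean of compounds falling between control-based bounds plus 3 SD, cut at about 20% in these data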;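 also: 0% = DMSO wells while the 100% control is not disclosed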
Target sequence (O14672 214-748 limits assumed): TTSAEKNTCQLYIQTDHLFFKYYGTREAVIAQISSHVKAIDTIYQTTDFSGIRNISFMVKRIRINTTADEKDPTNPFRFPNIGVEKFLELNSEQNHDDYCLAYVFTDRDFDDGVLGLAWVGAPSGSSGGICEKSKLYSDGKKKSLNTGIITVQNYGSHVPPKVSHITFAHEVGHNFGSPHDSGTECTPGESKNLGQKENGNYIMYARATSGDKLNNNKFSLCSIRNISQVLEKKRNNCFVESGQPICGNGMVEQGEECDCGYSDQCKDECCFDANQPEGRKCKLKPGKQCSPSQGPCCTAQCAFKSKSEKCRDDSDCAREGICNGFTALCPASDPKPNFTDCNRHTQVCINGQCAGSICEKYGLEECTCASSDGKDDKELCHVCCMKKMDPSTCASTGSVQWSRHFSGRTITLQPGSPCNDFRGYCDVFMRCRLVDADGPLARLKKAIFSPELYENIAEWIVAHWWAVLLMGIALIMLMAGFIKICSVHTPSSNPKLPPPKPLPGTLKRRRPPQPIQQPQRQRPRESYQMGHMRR
hgDAF12 agonist – activates the H. glycines DAF-12 receptor ligand-binding domain; activation, % at 6.8 µM; actives 1.8% (n = 370,000); HEK293 GAL4-hgDAF12 UAS-luciferase reporter, agonist luminescence; normalized to butyrate control; AID 687014;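 active = activation above a cutoff set at the mean of all screened compounds plus 3 SD, cut at about 10% in these data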;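 also: 0% = DMSO wells and 100% = sodium butyrate wells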
hcDAF12 agonist – activates DAF-12 receptor from parasite H. contortus. HEK293 hcDAF-12 lit1-tk-luc reporter, luminescence; 0% DMSO, 100% Δ7-dafachronic acid. activation, % at 6.8 µM. actives 1.4% (n = 370,000);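 active = activation above the mean of all tested compounds plus 3 SD, cut at about 5.5% in these data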;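 also: 100% = response to 3 µM Δ7-dafachronic acid high control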
PG9 Ab binder – binds the HIV-1 gp120 antibody PG9; inhibition, % at 6.7 µM; actives 0.43% (n = 360,000); TR-FRET gp120-PG9 antibody binding; AID 624416; in the data active = inhibition above about 8.5%
DAX1 inh-1 – inhibitors of human orphan nuclear receptor DAX1 (NR0B1) | P51843 | HEK293 Gal4-DAX1 luciferase reporter, luminescence | inhibition, % at 6.75 µM | actives 0.99% (n = 340,000) | AID 504766;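 active = inhibition above the mean over all tested compounds plus 3 SD, cut at about 4.2% in these data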;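 also: 0% = DAX1-transfected cells with DMSO and 100% = empty-vector control cells with DMSO; inhibition shows as a rise in luminescence from relieved DAX1 repression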
Target sequence (P51843 207-470 limits assumed): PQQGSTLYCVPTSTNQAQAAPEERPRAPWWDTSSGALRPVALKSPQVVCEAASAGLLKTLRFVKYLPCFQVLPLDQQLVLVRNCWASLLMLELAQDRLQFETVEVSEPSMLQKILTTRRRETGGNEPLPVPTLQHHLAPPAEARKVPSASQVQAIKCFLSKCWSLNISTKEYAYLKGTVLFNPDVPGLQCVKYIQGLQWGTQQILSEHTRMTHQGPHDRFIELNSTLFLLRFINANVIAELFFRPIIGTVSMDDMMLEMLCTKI
GAA850 FXN act – frataxin GAA850 promoter activation; AID 540364; activation, % at 6 µM; actives 0.56% (n = 360,000); HEK293 lucGAA850 FXN promoter luciferase reporter, 24 h; percent of 10 µM SAHA response;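 active = activation above the average of all compounds screened plus 3 SD, cutoff fixed separately per campaign, cut at about 7.5% in these data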;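 also: 0% = DMSO wells and 100% = 10 µM SAHA wells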
ADAM17 inh – ADAM17 inhibition, QFRET primary screen. P78536. recombinant ADAM17, EDANS/DABCYL FRET peptide cleavage. inhibition, % at 6.95 µM. actives 0.83% (n = 370,000);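 active = inhibition above the mean of compounds lying between control limits plus 3 SD, set per campaign, cut at about 8.5% in these data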;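 also: 0% = DMSO-only wells as the low control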
GC-A act – GC-A (human) enzyme activation; actives 0.14% (n = 370,000); activation, % at 10 µM; P16066; HEK293 GC-A cells, cGMP TR-FRET, EC30 ANP; 0% at EC30 ANP, 100% saturating ANP; in the data active = activation above about 40%
DAX1 inh-2 – inhibitors of DAX1 repression of SF-1 activated StAR promoter | HEK293T StAR-luciferase reporter, SF-1/DAX-1 repression relief | inhibition, % at 6.8 µM | actives 1.1% (n = 370,000) | AID 652010;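 active = inhibition above the mean over all tested compounds plus 3 SD, cut at about 3.6% in these data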;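 also: 0% = DAX-1 cells with DMSO and 100% = cells lacking DAX-1 with DMSO; higher inhibition means more luminescence from relief of DAX-1 repression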
ssDAF-12 act – activates DAF-12 receptor from parasite S. stercoralis; HEK293 ssDAF-12/GRIP1 lit1-tk-luc reporter, luminescence; % of 3 µM dafachronic acid response; activation, % at 6.8 µM; actives 1% (n = 370,000); AID 652126;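 active = activation above the mean over all tested compounds plus 3 SD, cut at about 0.9% in these data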;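 also: 0% = DMSO-only wells and 100% = 3 µM delta7-dafachronic acid wells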
SMARCA2 act – increases SMARCA2 function in MMTV reporter cells. MG213 cells, MMTV-luciferase reporter, dexamethasone, overnight. activation, % at 9.1 µM. actives 1% (n = 370,000). AID 652017; in the data active = activation above about 7.8%;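 also: 0% = vehicle wells and 100% = reference activator wells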
* marks the source's active call; other numbers are inactive results; i = inactive; / = not tested or not shown; & = joins results of further samples. An unsorted share of the library (roughly 6.8% active in at least one column).

SMILES,ADAM10 inh,hgDAF12 agonist,hcDAF12 agonist,PG9 Ab binder,DAX1 inh-1,GAA850 FXN act,ADAM17 inh,GC-A act,DAX1 inh-2,ssDAF-12 act,SMARCA2 act
CCOC(=S)NC(=O)c1sc2ccccc2c1Cl,-16.6,2.2,0.0,0.4,-0.3,0.1,-5.9,1.4,0.2,-1.3,2.2
CC1CCc2sc(C(=O)OCC(=O)NCc3ccc(F)cc3)cc2C1 (centres undefined),-0.8,0.2,-0.4,-0.5,0.4,1.9,-1.1,-0.5,0.6,-0.8,-0.8
COc1ccc(-c2sc3cc4c(cc3c2C#CC2(O)CCCCC2)OCO4)cc1,-149.3,1.1,-0.6,0.2,0.6,4.4,-45.6,-2.1,0.5,-1.4,0.7
CC(C)(C)c1ccc(/C=C2\SC(=O)N=C2N)cc1,-1.5,-0.3,1.7,0.5,-0.6,1.4,-3.7,11.1,-0.1,-0.9,-2.0
CCOc1ccc(N(CC(=O)NCCSCc2ccccc2)S(=O)(=O)c2ccccc2)cc1,-3.7,-1.8,-3.0,-1.0,0.4,0.0,-1.9,-3.0,-0.9,-1.6,-2.5
CC(C)C(c1nnnn1C(C)(C)C)N1CCN(Cc2cccnc2)CC1 (centres undefined),0.5,0.5,0.2,-0.2,1.6,0.8,-1.3,-3.1,0.5,-1.2,-3.1
OC1C(O)C(O)C(O)C(O)C1O (centres undefined),5.1&-0.6&-6.5,2.2&4.4&-1.2,0.0&-1.7&1.9,-0.1&-1.2&-0.8,0.6&1.5&-0.2,-1.5&-0.1&-1.2,-3.4&-2.1&-5.0,2.9&3.1&5.2,0.2&-0.5&-0.7,-1.2&-2.2&-1.6,5.7&-5.4&-5.6
O=C(CN(Cc1ccco1)C(=O)c1ccccc1F)Nc1ccccc1C(F)(F)F,-14.7,-0.8,-0.1,0.4,0.2,3.4,-5.9,-2.3,0.1,-1.7,-2.3
O=C1CCC[C@H]2C[C@H](NCc3cccc(I)c3)CC[C@]23CCCN13,-7.0,-3.0,-1.6,/,/,/,-5.2,-1.5,/,-0.3,/
Cc1ccc(C(=O)NC(Cc2c[nH]c3ccccc23)C(=O)O)cc1 (centres undefined),0.6,0.4,2.5,-0.4,2.9,-1.0,-0.7,4.7,0.2,0.5,1.0
Nc1ccc(C(=O)Nc2ccc(OC(F)(F)C(F)F)c(NC(=O)c3ccc(N)cc3)c2)cc1,-5.6,1.0,-3.6,0.5,-0.5,0.3,-1.9,-3.1,-0.3,-1.6,-1.1
COC(C(=O)Nc1ccnn1C1CCN(Cc2cccc(C)n2)CC1)c1ccccc1 (centres undefined),-0.7,1.5,-1.3,-0.4,0.5,1.5,-1.6,2.2,-0.3,-1.2,-1.4
Cc1ccc(-c2noc(C3CCCN(C(=O)c4ccccc4Br)C3)n2)o1 (centres undefined),-0.9,0.6,-0.2,2.3,-0.3,2.3,6.6,2.9,0.8,1.7*,-0.4
CCOc1cccc(C(=O)Nc2cnn(Cc3ccccc3)c2)c1,6.0,3.0,-0.7,-2.0,-0.6,0.7,-0.6,6.1,-0.7,-1.1,0.9
CC(=O)C1=C(C)NC(SCc2ccc(C#N)cc2)=C(C#N)C1c1ccco1 (centres undefined),1.5,0.1,-0.1,-0.9,-0.5,4.5,-1.9,0.0,-0.5,-1.2,-0.6
CSc1ccc(C(=O)C2CCCN(S(=O)(=O)N(C)C)C2)cc1 (centres undefined),-1.1,-0.6,-2.7,1.0,0.9,2.6,0.3,-4.5,-1.1,-1.1,-3.5
CC(C)(C)C1CCC(=NNC(=O)c2cc3c(s2)CCCC3)CC1 (centres undefined),10.9,1.4,-1.3,-2.4,0.1,-4.7,0.9,0.2,-0.5,-1.6,0.8
C[C@H](NC(=O)c1ccco1)C(=O)NC1CCCCCC1,-3.6,-3.1,-0.4,1.7,1.1,1.7,-7.3,2.6,-0.3,-1.2,-2.4
CCN(c1ccc(Cl)cc1)S(=O)(=O)c1nnc(NC(=O)C(C)C)s1,9.4,-2.4,-1.1,-0.1,2.6,-0.2,-0.7,-3.8,0.4,-0.8,0.5
Cc1cccc(C(=O)O/N=C/c2ccc(Br)cc2)c1,0.7,0.8,-0.1,-1.3,3.2,-1.0,0.4,-4.7,-0.8,-2.0,3.0
CCOc1ccccc1-c1cnc(NC)cn1,i,3.1,-0.6,-0.4,/,2.7,-374.4,1.2,1.0,-0.7,-1.6
CN1CCCN(C(=O)CNC(=O)c2ccccc2F)CC1,5.2,0.7,2.7,-0.3,1.0,-0.3,2.5,0.5,1.8,-1.2,6.9
Cc1ccc(S(=O)(=O)N2CC(O)CC2C(=O)NCc2ccc3c(c2)OCO3)cc1 (centres undefined),-4.1,-1.4,-0.1,-0.2,0.4,-0.5,-5.5,-0.1,0.2,-1.8,-1.3
COc1ccc(NC2C=CS(=O)(=O)C2)c(OC)c1 (centres undefined),-7.3,-2.6,0.2,-0.1,-1.4,-0.7,-3.0,-7.2,-0.4,-1.3,-3.7
Cc1cc([N+](=O)[O-])ccc1NC(=O)CCC(=O)N1CCCCC1,-1.3,0.4,-0.4,0.8,-0.3,0.6,1.4,4.9,-1.4,-1.4,-0.9

Other results
SMILES,ADAM10 inh,hgDAF12 agonist,hcDAF12 agonist,PG9 Ab binder,DAX1 inh-1,GAA850 FXN act,ADAM17 inh,GC-A act,DAX1 inh-2,ssDAF-12 act,SMARCA2 act
C=C(C)CSc1nc2sc3c(c2c(=O)n1-c1ccccc1)CCN(C)C3,-217.6,1.4,0.9,0.1,-1.3,0.3,-50.5,10.0,-0.7,-1.4,-1.4
CC(=O)c1ccc(NC(=S)NC(NC(=O)c2ccco2)C(Cl)(Cl)Cl)cc1 (centres undefined),9.4,-3.0,-1.0,-2.7,-0.8,1.0,2.8,0.5,-0.7,-1.2,-3.5
CN(CCc1ccccc1)C(=O)c1cccc(NC(=O)Cc2cccc(NC(=O)C3CCCN(C(=O)C4CCCCC4)C3)c2)c1 (centres undefined),3.6,-3.1,-2.8,-1.2,0.0,-2.1,1.6,1.3,0.5,-0.8,-0.7
CN(C)S(=O)(=O)c1cccc(-c2nn(-c3ccccc3)cc2/C=C2\SC(=S)N(CC(=O)O)C2=O)c1,-8.8,-0.1,0.0,-1.0,0.2,-0.4,-3.4,-3.7,-0.6,-1.0,-1.9
Cc1ccc(NC(=O)COS(=O)c2ccc(C)cc2)cc1 (centres undefined),3.0,0.3,0.3,-1.4,0.9,-1.5,0.7,-1.1,-0.3,-0.6,2.7
O=C(NC1CCCCC1)C1CCN(c2ncccn2)CC1,-10.2,3.7,-2.3,-2.7,0.2,1.2,-7.8,0.5,-0.2,-1.1,3.0
NC(=O)c1ccc(NC(=O)CSc2nnc(-c3ccccn3)n2N)cc1,-9.3,-2.5,-2.0,0.0,0.9,-0.5,-2.1,1.8,-0.1,-1.9,-2.7
Cc1ccc(C)c(NC(=O)C2COc3ccccc3O2)c1 (centres undefined),-4.4,3.1,-1.9,0.7,0.1,1.8,-4.0,-6.8,0.9,-1.2,0.6
O=C(NCCc1nnc2ccc(NCc3ccc(Cl)cc3)nn12)c1ccccc1,-4.5,-2.6,-0.1,0.0,2.0,-0.3,-2.9,-8.5,-0.2,-0.2,-1.6
Cc1ccc(S(=O)(=O)N2CCOCC2)cc1C(=O)N1CCN(S(=O)(=O)c2ccccc2F)CC1,-3.1,1.8,0.2,-1.3,0.3,-0.6,-1.6,0.1,0.8,-0.9,2.8
COc1cc(CNC2CCCC2)c(Br)cc1OCc1ccccc1,3.2,1.2,-0.7,-1.7,1.0,-3.4,0.1,-0.5,0.7,-1.4,-1.0
COC(=O)c1c(-c2ccc(C)cc2)csc1NC(=O)C1CC=CCC1C(=O)O (centres undefined),-6.6,1.0,-0.1,0.2,2.1,1.5,-4.9,-5.3,1.3,-0.5,-0.4
COc1ccc(C2C(C(N)=O)=C(C)Nc3nc(-c4ccccc4)nn32)cc1OC (centres undefined),-8.7,0.7,2.2,-1.2,1.1,-0.4,-2.9,-2.0,1.2,-1.6,6.0
COc1ccc2[nH]c(C(=O)O)c(NC(=O)c3cc(OC)c(OC)c(OC)c3)c2c1,-5.8,0.2,3.4,-4.9,0.9,1.4,-0.9,0.5,0.3,0.5,-3.2
COc1cc(OC)cc(C(=O)NNC(=O)CCNS(=O)(=O)c2ccc(C)c(C)c2)c1,-6.3,-2.4,-0.5,0.5,0.3,0.6,-6.2,-1.4,-0.3,-1.2,-1.6
COc1cccc2cc(C(=O)N3CCc4ccccc43)c(=O)oc12,1.2,-1.0,-1.6,-1.2,-0.2,1.3,-1.4,2.4,0.1,-1.6,-2.3
Cn1c(/C=C/N(Cc2ccccc2)c2ccccc2)c([N+](=O)[O-])c(=O)n(C)c1=O,3.3,0.6,-2.4,-1.6,1.9,-1.6,1.6,-4.1,0.0,-1.7,0.8
O=S(=O)(Nc1ccc(Cl)cn1)c1cnc(Cl)c(Br)c1,-7.7,0.9,-0.2,-1.6,0.8,2.0,-2.9,-4.2,0.0,-1.5,-2.2
CC(C)CNC(=O)c1ccc(C2SCC(=O)N2Cc2ccccc2)cc1 (centres undefined),-16.4,-2.5,-2.9,-3.0,0.9,1.2,-12.3,-6.8,-0.2,-1.2,-3.6
CC1=C/C(=C(\c2cc(C)c(O)c(Br)c2)c2ccccc2S(=O)(=O)O)C=C(Br)C1=O,11.9,-0.6,-1.0,-73.7,-3.1,-1.0,-0.7,-88.2,0.2,-1.9,-1.9
